M4 antag – CHRM4 antagonism in calcium assay; CHO-hM4 cells, ACh EC80, Fluo-8 calcium fluorescence; inhibition, % at 3 µM; actives 0.73% (n = 360,000);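 active means inhibition above its plate's cutoff, the mean inhibition of sample wells plus 3 SD, cut at about 27% in these data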;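 further: 0% = acetylcholine EC80 with DMSO and 100% = DMSO without agonist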
M1 PAM – human CHRM1 positive allosteric modulation. actives 0.088% (n = 360,000). AID 588819. activation, % at 3 µM. CHO-K1 hM1, Fluo-8 calcium fluorescence, ACh EC20; 0% = ACh EC20, 100% = maximal ACh; in the data active means activation above about 19%, passing the limit was not always enough
Target sequence (P11229 whole entry, looked up): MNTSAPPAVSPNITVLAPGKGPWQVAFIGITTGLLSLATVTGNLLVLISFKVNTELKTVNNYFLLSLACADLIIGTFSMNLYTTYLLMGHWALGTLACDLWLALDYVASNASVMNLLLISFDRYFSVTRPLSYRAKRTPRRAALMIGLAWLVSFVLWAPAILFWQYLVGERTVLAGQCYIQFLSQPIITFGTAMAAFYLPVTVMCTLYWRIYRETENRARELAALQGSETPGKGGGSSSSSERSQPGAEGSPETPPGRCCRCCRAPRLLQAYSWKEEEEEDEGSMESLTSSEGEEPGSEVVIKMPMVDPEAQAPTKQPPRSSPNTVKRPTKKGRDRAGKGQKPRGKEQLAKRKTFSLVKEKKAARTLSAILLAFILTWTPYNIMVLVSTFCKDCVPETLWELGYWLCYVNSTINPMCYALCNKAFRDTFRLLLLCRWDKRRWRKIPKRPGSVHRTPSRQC
CRFR2-BP ag – agonists of human CRF-binding protein/CRF-R2 receptor complex. activation, % at 13.2 µM. actives 0.46% (n = 350,000). HEK293 CRF-R2/CRF-BP, calcium dye fluorescence (FLIPR); percent of saturating CRF peptide response;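 active means activation of at least 50%, plus an integration ratio under a set limit after plate pattern correction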;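 further: plate controls were neutral control wells without compound for no effect and CRF at EC100 for full effect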
CHRM5 PAM – positive allosteric modulators of human muscarinic M5 receptor; actives 0.3% (n = 360,000); P08912; activation, % at 3 µM; CHO-K1 hM5, Fluo-8 calcium, ACh EC20 PAM; 0% = ACh EC20, 100% = ACh EC100; AID 624038;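 active means activation above the run cutoff, the mean activation of all test compounds plus 3 SD, cut at about 18% in these data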
Target sequence (P08912 whole entry, looked up): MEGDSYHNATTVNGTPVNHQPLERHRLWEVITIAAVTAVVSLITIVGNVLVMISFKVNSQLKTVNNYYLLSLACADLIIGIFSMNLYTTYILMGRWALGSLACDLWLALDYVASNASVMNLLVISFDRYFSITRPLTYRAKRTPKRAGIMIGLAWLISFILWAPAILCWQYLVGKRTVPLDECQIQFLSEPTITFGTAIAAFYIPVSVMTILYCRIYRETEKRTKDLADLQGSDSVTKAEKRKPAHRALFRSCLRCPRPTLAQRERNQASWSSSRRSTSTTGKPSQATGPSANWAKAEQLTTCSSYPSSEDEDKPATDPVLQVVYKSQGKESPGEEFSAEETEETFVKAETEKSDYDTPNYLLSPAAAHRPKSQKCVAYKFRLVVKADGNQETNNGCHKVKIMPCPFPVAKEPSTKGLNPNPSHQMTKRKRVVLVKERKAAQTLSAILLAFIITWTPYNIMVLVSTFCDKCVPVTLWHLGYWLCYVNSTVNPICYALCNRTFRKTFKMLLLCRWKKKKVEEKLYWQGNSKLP
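System: CHO-K1 cell line with stable human muscarinic M5 receptor expression | Also added: EC20 acetylcholine as agonist stimulus | Compound: One concentration, 3 µM final (nominal) | Timing: Fluo-8 loading 80 min at 37 °C plus 30 min room temperature | Measured by: Fluo-8 calcium dye fluorescence, kinetic read | Read-out basis: % activation, ACh-normalized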
CHRM1 antagonist – blocks human M1 muscarinic receptor; P11229; CHO-K1 hM1, Fluo-8 calcium fluorescence, ACh EC80 antagonist; inhibition, % at 3 µM; actives 1.3% (n = 360,000);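 active means percent inhibition above its own plate's cutoff, namely the mean of that plate's compound wells plus 3 SD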;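 further: peak over basal fluorescence ratio during 140 s after agonist addition; 0% = ACh EC80 plus DMSO and 100% = DMSO alone without agonist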
CHRM5 agonist – CHRM5 agonism in calcium assay; CHO-K1 hM5 cells, Fluo-8 calcium fluorescence; 0% DMSO wells, 100% maximal acetylcholine response; activation, % at 3 µM; actives 0.19% (n = 360,000); AID 624037;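 active means activation above the run's mean over test compounds plus 3 SD, cut at about 23% in these data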;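 further: signal is peak over basal fluorescence ratio across the kinetic read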
CHRM4 agonist – agonists of human muscarinic M4 receptor (CHRM4); AID 624127; activation, % at 3 µM; CHO-K1 hM4/Gqi5, Fluo-8 calcium fluorescence; vehicle 0%, full acetylcholine response 100%; P08173; actives 0.14% (n = 360,000);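 active means activation above the run mean over all test wells plus 3 SD, cut at about 32% in these data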;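 further: peak over basal fluorescence ratio per well then scaled between controls; 0% = DMSO wells and 100% = acetylcholine at EC100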
M4 PAM – positive allosteric modulators of human muscarinic M4 receptor | CHO-K1 hM4/Gqi5, Fluo-8 calcium fluorescence, ACh EC20; 0% = ACh EC20, 100% = maximal ACh | activation, % at 3 µM | actives 0.4% (n = 360,000);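 active means activation above its plate's cutoff, the mean activation of sample wells plus 3 SD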; further: some results filed as inactive read as strong as hits
M5 antag – blocks acetylcholine activation of human M5 receptor | actives 0.59% (n = 360,000) | CHO-hM5 cells, Fluo-8 calcium fluorescence, ACh EC80 | inhibition, % at 3 µM | P08912;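 active means inhibition above a per-plate cutoff, the mean of that plate's test compounds plus 3 SD, cut at about 27% in these data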;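 further: 0% = acetylcholine EC80 with DMSO and 100% = DMSO without agonist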
Numbers without * were called inactive.

How did COc1cccc(CN2CCN(C(=O)c3ccc(-c4ccccc4)cc3)CC2)c1OC do in these assays?
M4 antag: 17; M1 PAM: 8; CRFR2-BP ag: 0.1; CHRM5 PAM: -9; CHRM1 antagonist: -3; CHRM5 agonist: -3; CHRM4 agonist: 3; M4 PAM: -8; M5 antag: 1

How did CCNC(=S)N1CCN(CCN=CC2=C(O)CC(C)(C)CC2=O)CC1 do in these assays?
M4 antag: 2; M1 PAM: 12; CRFR2-BP ag: -0.7; CHRM5 PAM: 0; CHRM1 antagonist: -17; CHRM5 agonist: -3; CHRM4 agonist: 0; M4 PAM: -8; M5 antag: -10

How did CCOC(=O)c1sc2nc(C)n(CC(=O)NCC3CCCO3)c(=O)c2c1C (stereo not drawn) do in these assays?
M4 antag: 3; M1 PAM: 1; CRFR2-BP ag: -0.2; CHRM5 PAM: 0; CHRM1 antagonist: -18; CHRM5 agonist: -2; CHRM4 agonist: 1; M4 PAM: 5; M5 antag: 2

How did O=C(CSc1nnc2ccccn12)N1CCc2ccccc21 do in these assays?
M4 antag: 8; M1 PAM: 1; CRFR2-BP ag: -6.9; CHRM5 PAM: -2; CHRM1 antagonist: 10; CHRM5 agonist: 1; CHRM4 agonist: 0; M4 PAM: -4; M5 antag: 11

Results for O=C(Nc1ccc(S(=O)(=O)N2CCc3ccccc32)cc1)C(F)(F)F ?
M4 antag: 1; M1 PAM: -3; CRFR2-BP ag: 0.0; CHRM5 PAM: -1; CHRM1 antagonist: -1; CHRM5 agonist: 3; CHRM4 agonist: 5; M4 PAM: -5; M5 antag: 2

Results for Cc1ccc(C(=O)NC(=S)N2CCN(c3ccccc3F)CC2)cc1 ?
M4 antag: -5; M1 PAM: 1; CRFR2-BP ag: -1.9; CHRM5 PAM: -6; CHRM1 antagonist: -13; CHRM5 agonist: -7; CHRM4 agonist: -3; M4 PAM: 2; M5 antag: -7

How did CCC(=O)NC(=S)Nc1cccc(C(C)=O)c1 do in these assays?
M4 antag: 4; M1 PAM: 4; CRFR2-BP ag: 2.8; CHRM5 PAM: -2; CHRM1 antagonist: -27; CHRM5 agonist: -2; CHRM4 agonist: 0; M4 PAM: 0; M5 antag: -4

What do the screens show for `COc1ccc(OC)c(S(=O)(=O)NC(=O)C2(C)CCN2C(=O)C2(c3ccc(Cl)cc3)CC2)c1` (stereo not drawn)?
M4 antag: -8; M1 PAM: -1; CHRM5 PAM: -4; CHRM1 antagonist: -13; CHRM5 agonist: -2; CHRM4 agonist: 1; M4 PAM: -1; M5 antag: -2

How did CCc1cccc(NC(=O)C2CCCN2S(=O)(=O)c2ccc3c(c2)CC(C)N3C(C)=O)c1 (stereo not drawn) do in these assays?
M4 antag: -19; M1 PAM: 0; CRFR2-BP ag: -1.9; CHRM5 PAM: -1; CHRM1 antagonist: -3; CHRM5 agonist: 0; CHRM4 agonist: 3; M4 PAM: 9; M5 antag: 0

What do the screens show for `O=C(Cc1ccc(Br)cc1)NCCN1CCOCC1`?
M4 antag: 1; M1 PAM: 9; CRFR2-BP ag: -1.3; CHRM5 PAM: -1; CHRM1 antagonist: -14; CHRM5 agonist: -4; CHRM4 agonist: 1; M4 PAM: 0; M5 antag: 3

Results for C=CCCCOc1ccc(C(=O)O)cc1 ?
M4 antag: -2; M1 PAM: 2; CRFR2-BP ag: -0.2; CHRM5 PAM: 4; CHRM1 antagonist: -4; CHRM5 agonist: 2; CHRM4 agonist: 2; M4 PAM: 6; M5 antag: -1

What do the screens show for `O=C1CCc2cc(S(=O)(=O)N3CCN(c4ccccc4)CC3)cc3c2N1CCC3`?
M4 antag: -6; M1 PAM: 7; CRFR2-BP ag: -0.1; CHRM5 PAM: -1; CHRM1 antagonist: -5; CHRM5 agonist: -2; CHRM4 agonist: 0; M4 PAM: 9; M5 antag: 4

2 successive records out of the list so far, for reference:
What do the screens show for `COc1ccc(OC)c(S(=O)(=O)NC(=O)C2(C)CCN2C(=O)C2(c3ccc(Cl)cc3)CC2)c1` (stereo not drawn)?
M4 antag: -8; M1 PAM: -1; CHRM5 PAM: -4; CHRM1 antagonist: -13; CHRM5 agonist: -2; CHRM4 agonist: 1; M4 PAM: -1; M5 antag: -2

How did CCc1cccc(NC(=O)C2CCCN2S(=O)(=O)c2ccc3c(c2)CC(C)N3C(C)=O)c1 (stereo not drawn) do in these assays?
M4 antag: -19; M1 PAM: 0; CRFR2-BP ag: -1.9; CHRM5 PAM: -1; CHRM1 antagonist: -3; CHRM5 agonist: 0; CHRM4 agonist: 3; M4 PAM: 9; M5 antag: 0

Next section:
How did CCNC(=O)C12CCC(C)(C(=O)O1)C2(C)C (stereo not drawn) do in these assays?
M4 antag: -2; M1 PAM: 5; CRFR2-BP ag: 0.5; CHRM5 PAM: 1; CHRM1 antagonist: -5; CHRM5 agonist: 1; CHRM4 agonist: 7; M4 PAM: -6; M5 antag: 0

How did O=C1COc2c1ccc(O)c2O do in these assays?
M4 antag: -13; M1 PAM: 4; CRFR2-BP ag: 3.1; CHRM5 PAM: 0; CHRM1 antagonist: -4; CHRM5 agonist: 2; CHRM4 agonist: 0; M4 PAM: 4; M5 antag: 5

Results for O=C(CCc1ccccc1)Nc1ccnn1C1CCN(C/C=C/c2ccccc2)CC1 ?
M4 antag: 2; M1 PAM: -2; CRFR2-BP ag: -1.1; CHRM5 PAM: -7; CHRM1 antagonist: -6; CHRM5 agonist: -6; CHRM4 agonist: 5; M4 PAM: -2; M5 antag: 7

Results for O=c1[nH]nc(N2CCOCC2)c(=O)[nH]1 ?
M4 antag: -6; M1 PAM: 6; CRFR2-BP ag: -4.5; CHRM5 PAM: 5; CHRM1 antagonist: -8; CHRM5 agonist: 6; CHRM4 agonist: 0; M4 PAM: 3; M5 antag: 7

How did O=C(Nc1ccc(OC(F)(F)F)cc1)c1ccc(S(=O)(=O)N2CCOCC2)o1 do in these assays?
M4 antag: -22; M1 PAM: -7; CRFR2-BP ag: 1.4; CHRM5 PAM: -1; CHRM1 antagonist: 0; CHRM5 agonist: 5; CHRM4 agonist: 9; M4 PAM: -3; M5 antag: -10

How did O=[N+]([O-])c1ccc(CN2CC(N3CCN(CCO)CC3)CS2(=O)=O)cc1 (stereo not drawn) do in these assays?
M4 antag: -2; M1 PAM: 1; CRFR2-BP ag: 6.7; CHRM5 PAM: 6; CHRM1 antagonist: -8; CHRM5 agonist: 0; CHRM4 agonist: 1; M4 PAM: -1; M5 antag: -6

What do the screens show for `COC1=CC(=O)C(C2CC(=O)c3c(O)cc(O)cc3O2)=CC1=O` (stereo not drawn)?
M4 antag: -6; M1 PAM: 7; CRFR2-BP ag: -0.6; CHRM5 PAM: 6; CHRM1 antagonist: -11; CHRM5 agonist: 6; CHRM4 agonist: 0; M4 PAM: 5; M5 antag: -1

What do the screens show for `CCOC(=O)N1CCN(C(=O)CCSc2ccccc2)CC1`?
M4 antag: -1; M1 PAM: 12; CRFR2-BP ag: -1.4; CHRM5 PAM: 12; CHRM1 antagonist: -14; CHRM5 agonist: -5; CHRM4 agonist: 0; M4 PAM: 3; M5 antag: -5

How did COc1ccc(/C(O)=C/c2nc3ccc(C(=O)NCCc4cccc(C)c4)cc3[nH]c2=O)cc1OC do in these assays?
M4 antag: -8; M1 PAM: 5; CRFR2-BP ag: 6.9; CHRM5 PAM: -3; CHRM1 antagonist: -8; CHRM5 agonist: 1; CHRM4 agonist: 1; M4 PAM: 4; M5 antag: 0

What do the screens show for `N#Cc1ccc(-c2csc(NC(=O)C3CC3)n2)cc1`?
M4 antag: -12; M1 PAM: 18; CRFR2-BP ag: -1.0; CHRM5 PAM: -7; CHRM1 antagonist: -15; CHRM5 agonist: 3; CHRM4 agonist: 6; M4 PAM: 12; M5 antag: 1

How did N=C1/C(=C\c2ccc(SCc3ccccc3)o2)C(=O)N=C2SC(CC(=O)N3CCOCC3)=NN12 do in these assays?
M4 antag: 18; M1 PAM: 1; CRFR2-BP ag: 0.7; CHRM5 PAM: -4; CHRM1 antagonist: 3; CHRM5 agonist: 2; CHRM4 agonist: 1; M4 PAM: -8; M5 antag: 6

What do the screens show for `COc1ccc2nc(NC(=O)CS(=O)(=O)c3ccc(C)cc3)sc2c1`?
M4 antag: -3; M1 PAM: -2; CRFR2-BP ag: 0.2; CHRM5 PAM: -12; CHRM1 antagonist: -5; CHRM5 agonist: 0; CHRM4 agonist: 13; M4 PAM: -5; M5 antag: 1

What do the screens show for `CC(C)(C)SCCNC(=O)c1ccc(NS(C)(=O)=O)cc1`?
M4 antag: 5; M1 PAM: 4; CRFR2-BP ag: -1.8; CHRM5 PAM: -2; CHRM1 antagonist: -1; CHRM5 agonist: 1; CHRM4 agonist: 0; M4 PAM: 2; M5 antag: 8

Results for COc1ccc(OCCN2CCN(C(=O)c3ccc(OC(F)F)c(OC)c3)CC2)cc1 ?
M4 antag: 0; M1 PAM: 9; CRFR2-BP ag: -0.9; CHRM5 PAM: -1; CHRM1 antagonist: -7; CHRM5 agonist: 2; CHRM4 agonist: 10; M4 PAM: -7; M5 antag: 13

Results for O=C(NNC(=O)C1CCN(C(=O)Nc2ccccc2)CC1)c1ccc(F)cc1 ?
M4 antag: -8; M1 PAM: 4; CRFR2-BP ag: -0.9; CHRM5 PAM: -6; CHRM1 antagonist: -6; CHRM5 agonist: 3; CHRM4 agonist: 0; M4 PAM: 3; M5 antag: 4

Results for Cc1oc(-c2ccccc2F)nc1CS(=O)(=O)CC(=O)N1CCc2ccccc21 ?
M4 antag: 6; M1 PAM: 3; CRFR2-BP ag: -1.8; CHRM5 PAM: 1; CHRM1 antagonist: -5; CHRM5 agonist: 2; CHRM4 agonist: 0; M4 PAM: 1; M5 antag: 2

How did COc1ccc(C(C)NC(=O)c2ccccc2)cc1 (stereo not drawn) do in these assays?
M4 antag: 5; M1 PAM: 3; CRFR2-BP ag: 0.2; CHRM5 PAM: -3; CHRM1 antagonist: -6; CHRM5 agonist: 3; CHRM4 agonist: 0; M4 PAM: -6; M5 antag: 3

How did Clc1ccc(CNCc2cccs2)cc1Cl do in these assays?
M4 antag: 7; M1 PAM: -2; CRFR2-BP ag: 1.2; CHRM5 PAM: -2; CHRM1 antagonist: -2; CHRM5 agonist: -1; CHRM4 agonist: 1; M4 PAM: -1; M5 antag: 9

Results for COC(=O)[C@@]12C[C@@H](CC(=O)NCC34CC5CC(CC(C5)C3)C4)C(=O)N(Cc3cccc4ccccc34)C1=CCC(C)(C)C2 ?
M4 antag: 5; CHRM5 PAM: 2; CHRM5 agonist: 1; CHRM4 agonist: 0; M4 PAM: 1; M5 antag: 5

How did Cc1ccc(S(=O)(=O)NCc2ccc(C(=O)NCCCN3CCC(Cc4ccccc4)CC3)cc2)cc1 do in these assays?
M4 antag: 1; M1 PAM: 11; CRFR2-BP ag: -0.2; CHRM5 PAM: -10; CHRM1 antagonist: -8; CHRM5 agonist: -6; CHRM4 agonist: 3; M4 PAM: -15; M5 antag: -8

Compounds were not picked by outcome; overall some 2.8% were active at least once.
